Assay outcomes deposited in PubChem BioAssay by Broad Institute.
DENV2 CPE rescue = inhibitors of DENV2 cytopathic effect, primary screen, cell-based, plate reader, single concentration; CPE inhibition, % at 9.99 µM; AID 651640, 2012; DENV2-infected cells, cytopathic effect rescue; 350,000 compounds, 1.7% hits; in the data active = CPE inhibition above about 20%, passing the limit was not always enough; inconclusive = no clear call, values can overlap the other calls; tested in BHK-21 cells;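 note: 0% = median of neutral control wells and 100% = median of positive control wells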
FN deposit inh = inhibitors of fibronectin matrix deposition, primary screen, AH1F cells, Alexa488-fibronectin fluorescence, plate reader. inhibition, % at 12.6 µM. AID 743247, 2014. 350,000 compounds, 0.086% hits. AH1F fibroblasts, overnight;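 active = mean inhibition across replicates of 30% or more, regardless of how many single replicates reach that level; inconclusive = mean under 30% yet at least half of replicates reach 30%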;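 note: positive control wells lacked labelled fibronectin entirely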
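Material: AH1F fibroblasts assembling fluorescent fibronectin matrix; amount: 10000 AH1F cells/well; medium: DMEM, 2% serum; reagent: Alexa488-fibronectin, 24 nM final in well; dosing: single compound dose, delivered by pin transfer; incubation: 1 h adhesion, overnight exposure; detection: fluorescence after three HBSS washes, excitation 485 nm, emission 525 nm; measure: fibronectin deposition inhibition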
PAX8 inh HTS = inhibitors of PAX8-driven TPO luciferase reporter, primary screen, RMG-I cells, single concentration; SteadyGlo, 24 h; inhibition, % at 12.6 µM; 360,000 compounds, 1.2% hits;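 active = mean replicate inhibition at least 60% with every replicate also reaching 60%; inconclusive = only one of the two criteria is met; inactive = mean below 60% and not all replicates reaching 60%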;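 note: luciferase light reporting Pax8 driven TPO promoter activity; plate controls were median of neutral control wells for no effect and mitoxantrone controls for full effect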
F508del corr = F508del CFTR correction, initial screen, CFBE line, single point | activity (quench increase), % at 7.58 µM | CFBE cells, YFP halide quenching; stimulated with forskolin plus potentiator P3; % fluorescence drop versus neutral controls | 350,000 compounds, 0.36% hits | AID 720511, 2013;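 active = mean added fluorescence quench of at least 8% versus neutral control, with both replicates also reaching 8%; inconclusive = only one of the mean or replicate conditions met; inactive = mean below 8% and not both replicates reaching 8%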;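 note: cells transiently co-express mutant CFTR-F508del with the halide-sensitive YFP; corrector assay measuring rescue of mutant channel to the surface after 24 h compound exposure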
EWS-Fli inh = EWS/Fli-driven NR0B1 reporter inhibitors, primary screen, A673 cells, NR0B1 luciferase, luminescence, MLPCN library | 350,000 compounds, 0.67% hits | inhibition, % at 12.6 µM | viability-normalised;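 active = mean inhibition of at least 50% after viability correction, with every replicate also passing that limit; inconclusive = mean reaches 50% but only one of two replicates passes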;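 note: firefly luciferase signal divided by Alamar Blue viability fluorescence both relative to DMSO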
INS-1E GSIS act = GLuc luminescence reporter in INS-1E cells, primary screen for activators of glucose-dependent secretion of insulin | INS-1E GLuc reporter insulin secretion, 2-3 h | AID 743287, 2014 | 370,000 compounds, 0.61% hits | activation, % at 16.6 µM;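 active = lowest replicate activation of at least 40%, so every replicate reaches that level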;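 note: 0% = median of neutral control wells and 100% = median of IBMX positive control wells; some compounds called inactive have numbers as strong as hits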
miR122 inh = miR-122 Renilla sensor signal increase in Huh7, primary screen, miR-122 inhibitor project, cell-based, single point, plate reader | Huh7 miR-122 Renilla luciferase sensor, 48 h; neutral wells = 0, positive control = 100 | activation (reporter increase), % at 12.5 µM | 340,000 compounds, 0.3% hits;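 active = mean replicate activation score at least 90 and every replicate individually at or above 90; inconclusive = only one of the two criteria met; inactive = neither criterion met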;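 note: higher luciferase means less miR-122 activity so hits act as miR-122 inhibitors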
* hit, by the source's call; u = inconclusive; x = not tested or not shown; [ ] = another dose, or the depositor's remark. Compounds were not picked by outcome; about 3.9% have a hit in one of these screens.

Fields: DENV2 CPE rescue	FN deposit inh	PAX8 inh HTS	F508del corr	EWS-Fli inh	INS-1E GSIS act	miR122 inh
> Clc1ccc(/C=C/c2nc(Cl)c(-c3ccc(Cl)cc3)c(Cl)n2)cc1
  3	0	-2	-0.4	-6	16	-5
> COC(=O)C1=C(C)N(Cc2ccccc2C(F)(F)F)C(=NCc2ccc(OC)cc2)NC1CCc1ccccc1 (centres undefined)
  -7	-11	3	-2.9	23	x	x
> COC(=O)C1=C(C(=O)OC)C2C=C(C(C)C)C1C(=O)C2(C)O (centres undefined)
  -14	5	-8	-1.0	-2	x	x
> CCOc1ccc(NC(=O)CN(C)C(=O)c2ccc3c(c2)S(=O)(=O)N=C2CCCCCN23)cc1OCC
  10	6	-6	1.7	0	-2	4
> Cc1cccc2[nH]c(SCC(=O)O)nc12
  -5	5	2	2.2	-3	-2	-9
> CN(c1ccccc1)S(=O)(=O)c1cccc(NC(=O)c2nn(C)c(=O)c3ccccc23)c1
  5	11	24	7.6	7	-8	9
> Cc1cc(NC(=O)COC(=O)[C@@H](NS(=O)(=O)c2ccccc2)C(C)C)no1
  12	6	-26	-0.7	-3	11	x
> Clc1cccc(/C=N/N2CCN(Cc3ccccc3)CC2)c1
  -3	-2	-120	1.3	-110	-6	-2
> C[C@H]1CCCCO[C@@H](CN(C)Cc2ccc(C(=O)O)cc2)[C@@H](C)CN([C@@H](C)CO)C(=O)c2cc(NS(=O)(=O)c3ccc(F)cc3)ccc2O1
  u	x	-10	0.2	-7	6	7[16.7 µM]
> C[C@H]1CCC[C@]2(C)C[C@H]3OC(=O)C(CN4CCCCCC4)[C@H]3C=C12 (some centres undefined)
  9	12	u	-6.2	8	-3	-13
> COC(=O)c1sccc1NC(=O)CC1C(=O)NCCN1C(=O)c1ccccc1 (centres undefined)
  -2	0	14	-2.0	14	4	3
> O=C(NCc1ccc2c(c1)OCO2)c1ccc2c(c1)N(Cc1c(F)cccc1Cl)C(=O)CS2
  -1	-5	9	4.1	18	-10	-10
> O=C(CSc1n[nH]c(-c2cccnc2)n1)Nc1ccc([N+](=O)[O-])cc1Br
  -11	5	-6	-0.6	3	-9	0
> C[C@H](CO)N1C[C@H](C)[C@H](CN(C)S(C)(=O)=O)Oc2ccc(NC(=O)C3CC3)cc2CC1=O
  6	-1	-2	-3.5	2	7	-3[16.7 µM]
> Cc1ccc(S(=O)(=O)Nc2ccc(F)c(F)c2O)cc1
  -4	4	-5	1.5	-9	-16	x
> COc1cccc2c(SCC(=O)N/N=C/c3ccc(O)cc3O)cc(C)nc12
  3	x	40	x	7	-2	-5
> CNc1c(N=Cc2cccnc2)c(=O)n(C)c(=O)n1C
  x	-2	-3	x	x	10	x
> COc1cc(NC(=O)CN(c2ccc(C)cc2)S(=O)(=O)c2c(C)noc2C)cc(OC)c1
  5	0	17	-1.1	x	-22	-8
> CCOc1ccc(CNC(=O)CCc2cn(Cc3ccccc3)c3ccccc23)cc1
  1	0	-31	0.3	-4	10	-3
> CC(C)C(N)c1csc(Nc2nncc3ccccc23)n1 (centres undefined)
  -4	3	-92	2.7	-68	x	6
> C[C@@H]1CN([C@H](C)CO)C(=O)c2cc(NC(=O)Nc3ccc4c(c3)OCO4)ccc2O[C@@H](C)CCCCO[C@@H]1CN(C)S(=O)(=O)c1ccccc1
  x	-2	2	-2.2	2	7	9[16.7 µM]
> COc1ccc(NC(=O)Nc2ccc3c(c2)C(=O)N([C@@H](C)CO)C[C@H](C)[C@H](CN(C)S(=O)(=O)c2ccc(F)cc2)OCCCC[C@@H](C)O3)cc1
  -1	-5	-13	1.8	-6	24	-9[16.7 µM]
> Cc1cc(/C=N/n2cnnc2)c(C)n1-c1cccc(C(=O)O)c1
  x	x	x	-0.4	14	23	2
> CS(=O)(=O)c1ccc(NC(=O)c2ccccc2-n2cnnn2)cc1
  8	0	2	1.9	4	-21	0
> Cc1ccnc(NC(=O)Cc2ccc(F)cc2)n1
  5	-8	-12	0.0	-12	7	-4
> CC(=O)c1c(O)c2cccc3c2n(c1=O)CCC3
  -2	4	-8	1.9	9	40*	-5
> O=C(Nc1cc(Cl)ccc1-n1cncn1)c1cc(F)cc(F)c1
  -3	-6	38	0.8	9	27	22
> Cc1cc(NC(=O)CCCn2cc([N+](=O)[O-])cn2)n(Cc2ccc(F)cc2)n1
  u	-2	11	-2.2	-15	-4	x
> CCN(CC)C(=S)SSC(=S)N(CC)CC
  -2	-14	5	14*	33	19	-3
> O=C(CSCc1cccc(Br)c1)NC1CC1
  3	-4	-13	x	-2	-9	x

Compound profiles, from the list above. Values in the order: DENV2 CPE rescue	FN deposit inh	PAX8 inh HTS	F508del corr	EWS-Fli inh	INS-1E GSIS act	miR122 inh
`O=C(NCc1ccc2c(c1)OCO2)c1ccc2c(c1)N(Cc1c(F)cccc1Cl)C(=O)CS2` is listed with -1	-5	9	4.1	18	-10	-10
`Cc1cccc2[nH]c(SCC(=O)O)nc12` is listed with -5	5	2	2.2	-3	-2	-9

Carrying on.
Fields: DENV2 CPE rescue	FN deposit inh	PAX8 inh HTS	F508del corr	EWS-Fli inh	INS-1E GSIS act	miR122 inh
> CCC1CCc2sc(C(=O)NNC(=S)NCC3CCCO3)cc2C1 (centres undefined)
  -5	-8	-14	-0.4	2	6	3
> O=C(Cc1ccccc1)c1nc2ccccc2s1
  x	3	-52	x	x	-15	-2
> CCn1c(=O)c2ccccc2n2c(SCC(N)=O)nnc12
  3	-1	14	-0.4	-8	-3	x
> Cc1ncoc1C(=O)N1CCCC(C(=O)c2cccc(C(F)(F)F)c2)C1 (centres undefined)
  x	4	-9	1.2	-1	12	x
> CCCCCCCCC#Cc1nc(C)ccc1OC
  -2	x	5	-2.3	8	56*	-4
> CC(=O)c1c(C)nc(-c2ccc(Cl)cc2)nc1N
  -2	x	-167	x	-108	2	x
> c1ccc(-c2nnc(-c3ccccn3)nc2NC2CCCCC2)cc1
  x	5	69*	x	x	-18	8
> Cc1ccc(Oc2ncnc(N)c2[N+](=O)[O-])cc1C
  2	5	23	-0.4	1	-7	-4
> CN(Cc1c(F)cccc1Cl)C(=O)c1cccc(S(=O)(=O)NCc2ccccc2)c1
  16	5	1	0.8	3	-7	39
> CCN(CC(=O)Nc1c(F)cccc1F)C(=O)Cc1ccccc1
  -3	3	22	-1.9	8	10	2
> CC(C)[C@H](NC(=O)c1ccc(Cl)c(Cl)c1)C(=O)N1CCC[C@H]1C(=O)NCc1ccccc1
  3	-11	3	3.2	-2	x	x
> Cc1cc(C(F)(F)F)nc(SCC(=O)Nc2ccccc2)n1
  x	6	x	x	x	7	-1
> CCOC(=O)C1CCCN(c2c(N3CCOCC3)c(=O)c2=O)C1 (centres undefined)
  46*	-8	-6	-1.0	-5	13	-1
> CN(C)CCCNC(=O)C[C@@H]1CC[C@@H]2[C@@H](COc3ccc(NC(=O)NC4CCCC4)cc3C(=O)N2C)O1
  -7	3	-76	-3.7	-53	3	-33[16.7 µM]
> CC(NC(=O)COC(=O)CCc1ccc(S(=O)(=O)N2CCOCC2)cc1)C1CC2CCC1C2 (centres undefined)
  x	-5	-7	x	x	8	x
> CCCCN(C(=O)C1CC(=O)N(Cc2ccc(C)cc2)C1)c1c(N)n(CCCC)c(=O)[nH]c1=O (centres undefined)
  5	1	-2	2.0	2	5	x
> Cc1nn(CC(C)C)c(Cl)c1C(=O)N(C)CC(=O)Nc1c(Cl)cccc1Cl
  -3	3	21	-1.1	-1	-8	-4
> O=S(=O)(c1ccc(NC(=S)N2CCN(c3ccccc3F)CC2)cc1)N1CCOCC1
  10	-4	18	-2.3	9	-5	x
> O=C(C[C@@H]1C[C@H]2c3cc(NC(=O)C4CCC4)ccc3O[C@H]2[C@H](CO)O1)NCc1cc(F)ccc1F
  -5	-4	17	-1.4	7	-13	2[16.7 µM]
> CCN1C(=NCCOC)N[C@@H](CCc2ccccc2)[C@H](C(=O)OC)[C@H]1C
  -11	-4	-16	0.3	-5	5	2
> CC1(C)OC1COc1c2ccoc2cc2oc(=O)ccc12 (centres undefined)
  3	-2	-2	2.5	-21	11	7
> CC1COc2ccccc2N1S(=O)(=O)c1cc(Cl)ccc1Cl (centres undefined)
  5	-2	46	1.1	4	-28	x
> O=C(Nc1ccccc1)c1ccc2ccccc2n1
  -10	-14	-143	-3.6	-91	-2	-2
> CCOC(=O)C(O)(CC(=O)Nc1ccc(Cl)cc1Cl)C(F)(F)F (centres undefined)
  x	8	-16	x	x	x	0
> COc1ccc(S(=O)(=O)N2CCCCC2)cc1NC(=O)Cc1c[nH]c2ccccc12
  x	2	18	x	x	-21	x
> COc1ccc(/C=C/c2ccncc2)cc1
  x	0	-129	x	x	x	-1
> CC(=O)c1cccc(NC(=O)CSc2nnc(C(C)N(C)C)n2Cc2ccccc2)c1 (centres undefined)
  -2	-4	-18	-1.2	10	-15	-1
> Cc1ccc(NS(=O)(=O)c2ccc(NC(=O)c3ccccc3C(=O)O)cc2)cc1C
  10	4	2	0.6	-2	10	1
> O=C(C[C@H]1CC[C@H]2[C@@H](COC[C@@H](O)CN2C(=O)c2ccccc2)O1)NCCCN1CCOCC1
  -2	-21	-8	-2.5	-2	6	2[16.7 µM]
> COc1cc(C(=O)Nn2c(O)c(C3=c4ccccc4=NC3=O)sc2=S)ccc1O
  -6	-4	12	0.6	18	-29	x
> O=C1CC/C=C\C[C@@H](CC(=O)N(CCO)Cc2ccccc2)C(=O)N2CCC[C@H]2CO1
  1	-11	-3	-1.7	8	-1	-4
> O=C(NCCCO)c1ccc(CSc2nc3ccccc3c(=O)[nH]2)cc1
  -2	0	4	-1.8	-2	-11	x
> COc1ccccc1Nc1nc2c(C)cccc2cc1C#N
  x	2	-2	x	x	x	-12
> Cc1nc(Cl)cc(CS(=O)(=O)c2ccc(Cl)cc2)n1
  9	2	-2	-1.5	1	7	-1
> CCCNC(=O)N1[C@@H](CO)[C@@H](c2ccccc2)[C@@H]1CNC(=O)c1ccc(F)cc1
  11	-7	9	2.0	-1	-8	-14[16.7 µM]
> Cc1cc(C)n(C(=O)C2CCCN2S(=O)(=O)c2ccc(Cl)cc2)n1 (centres undefined)
  x	1	-11	x	x	18	x
